SNCA expr inhib: inhibitors of alpha-synuclein (SNCA) gene expression | HEK-293 SNCA-luciferase knock-in, luminescence, 24 h | Potency, µM (doses to about 57.2 µM), for the others: at the highest dose activity change, negative = inhibition, hits mostly inhibitors | 140,000 compounds, 0.17% hits | AID 1671194;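 further: potency means the concentration at half of the fitted maximal effect; plate controls were DMSO cells for no effect and cell-free wells for full effect; nearly all actives have a fitted effect of over 45% in size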
HEK293 tox: HEK 293 cell cytotoxicity; Potency, µM (titrated, usually from 115 µM), for the others: at the highest dose activity change, negative = cytotoxicity, actives largely listed as inhibitors; HEK 293 viability, ATP luminescence (CellTiter-Glo), 48-72 h; 94,000 compounds, 6.6% hits; further: potency means the concentration at half of the fitted maximal effect; nearly all actives have a fitted effect of over 60% in size
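HEK 293 cells at 250 cells/well were exposed to compounds by pintool transfer for 48 or 72 hr at 37 degree Celsius, 5% CO2. Viability was read as ATP-coupled luminescence with CellTiter-Glo after 10 min at room temperature.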
SNCA viab count: reduces viability of HEK-293 SNCA reporter cells; Potency, µM (highest dose often 57.1 µM), without a hit: at the highest dose activity change, negative = cytotoxicity, most hits filed as cytotoxic; HEK-293-SNCA-luc viability, GF-AFC fluorescence, 24 h; 150,000 compounds, 0.12% hits;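 further: potency means the concentration at half of the fitted maximal effect; 0% = DMSO-treated cells and -100% = medium-only wells without cells; nearly all actives have a fitted effect of over 30% in size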
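Cytotoxicity counterscreen: after 24 h compound treatment of genome-edited SNCA-luciferase HEK-293 cells, live-cell protease substrate GF-AFC read by fluorescence after 30 min; activity scaled between DMSO (0%) and medium-only (-100%), curves Hill-fitted.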
GPT2 inh: inhibitors of human GPT2 alanine aminotransferase; Q8TD30; Recombinant GPT2, coupled pyruvate oxidase/HRP Amplex Red fluorescence; Potency, µM (titrated, usually from 57.7 µM), for inactives: at the top dose activity change, negative = inhibition, hits mostly inhibitors; 100,000 compounds, 0.25% hits; further: potency means the concentration at half of the fitted maximal effect; nearly all actives have a fitted effect of over 60% in size; many of its hits are not listed in these tables
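GPT2 10ng/uL, a-KG 250uM, L-Ala 2mM, HEPES pH7.5 + 0.0001% Tween; 30 min RT. Then Amplex mix (PO/HRP/ThPP), 30 min RT dark, fluorescence. AOA 50uM used as positive control.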
3T3 cytotox: cytotoxic compounds in NIH 3T3 cells | NIH 3T3 viability, CellTiter-Glo ATP luminescence, 48-72 h | Potency, µM (highest dose often 96.7 µM), for inactives: at the top dose activity change, negative = cytotoxicity, usual class: inhibitors | 94,000 compounds, 4.3% hits; further: potency means the concentration at half of the fitted maximal effect; nearly all actives have a fitted effect of over 55% in size
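Cytotoxicity is measured as loss of cellular ATP: NIH 3T3 cells (400/well) are exposed to compound for 48 or 72 hr at 37 °C, then CellTiter-Glo luminescence is imaged after 10 min at room temperature.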
Luciferase inh: blocks purified firefly luciferase enzyme activity; P08659; purified P. pyralis luciferase, luminescence, biochemical; Potency, µM (titrated, usually from 115 µM), inactives show at the top dose activity change, negative = inhibition, usual class: inhibitors; 76,000 compounds, 2.5% hits; AID 1347043; further: potency means the concentration at half of the fitted maximal effect; nearly all actives have a fitted effect of over 65% in size
Target sequence (P08659 whole entry, looked up): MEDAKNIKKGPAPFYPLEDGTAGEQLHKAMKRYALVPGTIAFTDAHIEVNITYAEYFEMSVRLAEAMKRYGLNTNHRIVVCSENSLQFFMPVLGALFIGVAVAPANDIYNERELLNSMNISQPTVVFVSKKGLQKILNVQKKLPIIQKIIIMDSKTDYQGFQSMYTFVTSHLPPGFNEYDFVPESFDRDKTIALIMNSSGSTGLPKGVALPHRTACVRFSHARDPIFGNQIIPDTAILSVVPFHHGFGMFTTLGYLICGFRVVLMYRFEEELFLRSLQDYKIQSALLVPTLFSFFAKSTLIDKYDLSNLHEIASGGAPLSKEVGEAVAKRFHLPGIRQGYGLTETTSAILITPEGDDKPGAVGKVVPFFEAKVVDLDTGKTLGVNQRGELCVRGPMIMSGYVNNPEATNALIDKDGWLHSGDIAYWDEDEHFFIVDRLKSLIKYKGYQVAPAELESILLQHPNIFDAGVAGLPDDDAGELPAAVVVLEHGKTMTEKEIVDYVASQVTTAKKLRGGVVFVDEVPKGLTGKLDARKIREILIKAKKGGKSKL
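Cell-free enzyme assay, 10nM P. pyralis luciferase, luciferin and ATP each at 10uM. Inhibition profiled over a 6-point titration, read as luminescence.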
IP6K1 inhibitor: IP6K1 kinase inhibition | Q92551 | IP6K1 kinase, ADP-Glo luminescence, 2 h; hits give low values | activity change, % (series mostly up to about 58 µM) | AID 1645851 | 140,000 compounds, 0.81% hits; in the data active means activity change below about -25%
Target sequence (Q92551 whole entry, looked up): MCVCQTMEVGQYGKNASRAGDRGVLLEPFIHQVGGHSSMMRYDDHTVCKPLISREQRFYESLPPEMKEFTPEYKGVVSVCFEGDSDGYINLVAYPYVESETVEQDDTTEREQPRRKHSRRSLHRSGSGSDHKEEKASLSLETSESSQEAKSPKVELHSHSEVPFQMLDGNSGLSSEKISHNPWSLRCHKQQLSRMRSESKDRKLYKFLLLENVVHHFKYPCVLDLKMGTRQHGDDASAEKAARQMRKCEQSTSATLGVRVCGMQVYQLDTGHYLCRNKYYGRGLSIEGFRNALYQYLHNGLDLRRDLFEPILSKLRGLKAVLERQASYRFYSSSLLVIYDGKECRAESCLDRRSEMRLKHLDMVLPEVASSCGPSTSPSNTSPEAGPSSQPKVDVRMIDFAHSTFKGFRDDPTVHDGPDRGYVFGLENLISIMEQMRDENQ
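ADP-Glo luminescence measures ADP made by human IP6K1 during a 2 h RT reaction with ATP/IP6 (mix at 1.3 mM/130 uM); top library doses 57.5 and 19.1 uM final.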
An asterisk follows results filed as active; [ ] = another dose, or the depositor's remark. Unless noted, the call rests on the fitted dose curve; in most records, active means well fitted curve in the direction sought with a large enough effect; inconclusive means small, poorly fitted or top-dose-only effect, or another doubt; inactive means no such curve, though single readings can be large; an effect the other way counts as inactive or inconclusive. Unless noted, on the % scale 0 is the no-effect control and ±100 the full control effect. This is a subset (hit frequency here may not be typical).

Results for COc1cccc(-c2cc(C3CCN(C(=O)Nc4ccc(C)cc4C)CC3)[nH]n2)c1 ?
SNCA expr inhib: 4%; HEK293 tox: 45µM*; SNCA viab count: -1%; GPT2 inh: -1%; 3T3 cytotox: inconclusive; Luciferase inh: -14%; IP6K1 inhibitor: -9

Results for COc1coc(C(=O)N2CCOCC2CC(=O)NC2CCCC2)cc1=O (stereo unspecified) ?
SNCA expr inhib: -11%; HEK293 tox: -34%; SNCA viab count: -11%; GPT2 inh: inactive; 3T3 cytotox: -16%; Luciferase inh: 11%; IP6K1 inhibitor: 1

Results for CCNC(=O)N(C1CC1)C1CCOC2(CCN(C(=O)Cc3ccsc3)CC2)C1 (stereo unspecified) ?
SNCA expr inhib: -7%; HEK293 tox: 0%; SNCA viab count: -19%; GPT2 inh: inactive; 3T3 cytotox: inconclusive; IP6K1 inhibitor: -6

What do the screens show for `CCOC(=O)COc1ccc(CC)cc1C(=O)c1ccn2nc(-c3ccccc3)cc2n1`?
SNCA expr inhib: -26%; SNCA viab count: -3%; IP6K1 inhibitor: -1

Results for Cc1nc2ccn(Cc3cccs3)c(=O)c2cc1C(=O)N1CCN(c2ccc(F)cc2)CC1 ?
SNCA expr inhib: -17%; SNCA viab count: -15%; IP6K1 inhibitor: 5

What do the screens show for `O=C(C1CCCC1)N1CCC2(CC1)CC(c1cccc(C(F)(F)F)c1)=NO2`?
HEK293 tox: 45µM*; 3T3 cytotox: inconclusive; IP6K1 inhibitor: 5

What do the screens show for `Cc1cccc(N2Cc3c(ncnc3NCc3ccc(C(F)(F)F)cc3)CN(C)C2=O)c1`?
SNCA expr inhib: -17%; HEK293 tox: 2%; SNCA viab count: 4%; GPT2 inh: inactive; 3T3 cytotox: -28%; Luciferase inh: -3%; IP6K1 inhibitor: -9

What do the screens show for `CCCCN(CCCNC(=O)c1cc(Nc2ccc(OC)cc2)nc2ccccc12)Cc1ccccc1`?
SNCA expr inhib: 47%[activator]; SNCA viab count: 5%; IP6K1 inhibitor: 14

What do the screens show for `Cc1nn(CCCC(=O)NCCc2ccc(Cl)cc2)c(=O)c2nn(-c3ccccc3)c(C)c12`?
SNCA expr inhib: -14%; SNCA viab count: 10%; IP6K1 inhibitor: -1

What do the screens show for `COC(=O)CNC(=O)C1CCCN1c1nc2ncccc2o1` (stereo unspecified)?
SNCA expr inhib: 1%[87.6 µM]; HEK293 tox: -6%[172 µM]; SNCA viab count: 4%[87.6 µM]; GPT2 inh: inactive; 3T3 cytotox: -5%[138 µM]; Luciferase inh: -1%[172 µM]; IP6K1 inhibitor: -11

What do the screens show for `CCN1c2cc(C(=O)Nc3cccc(Cl)c3)ccc2C(=O)N2CCCCC21` (stereo unspecified)?
SNCA expr inhib: -5%; HEK293 tox: 32µM*; SNCA viab count: 12%[12.5 µM]; GPT2 inh: inactive; 3T3 cytotox: inconclusive; Luciferase inh: -10%; IP6K1 inhibitor: 0

What do the screens show for `Cn1ncc2c(C(=O)NCc3cccc(C(F)(F)F)c3)cc(-c3ccsc3)nc21`?
SNCA expr inhib: inconclusive; HEK293 tox: 28µM*; SNCA viab count: -21%; GPT2 inh: inactive; 3T3 cytotox: inconclusive; IP6K1 inhibitor: -12

How did COc1ccc(C2c3cccn3CCN2S(=O)(=O)c2ccccc2[N+](=O)[O-])cc1OC (stereo unspecified) do in these assays?
SNCA expr inhib: -11%; SNCA viab count: -7%; IP6K1 inhibitor: 19

How did O=C1NCCCCCCN(C(=O)NCc2ccccc2)[C@H]2CCC[C@@H]12 do in these assays?
SNCA expr inhib: 10%; HEK293 tox: -30%; SNCA viab count: -23%; GPT2 inh: inactive; 3T3 cytotox: -28%; Luciferase inh: -19%; IP6K1 inhibitor: 2

How did O=C(NC1CCCC1)c1ccc2c(c1)N(Cc1c(F)cccc1Cl)C(=O)c1ccccc1S2 do in these assays?
SNCA expr inhib: -22%; SNCA viab count: 10%; IP6K1 inhibitor: 40

Results for Cc1cnc(CN2CC3(CCCN(C(=O)c4cscn4)C3)CCC2=O)cn1 (stereo unspecified) ?
SNCA expr inhib: 0%; HEK293 tox: -2%; SNCA viab count: -7%; GPT2 inh: -9%[11.5 µM]; 3T3 cytotox: -7%; Luciferase inh: 8%; IP6K1 inhibitor: -5

How did c1cn(CCN2CCCC2)c(-c2cc3n(n2)CCNC3)n1 do in these assays?
SNCA expr inhib: -7%; HEK293 tox: -7%; SNCA viab count: -6%; GPT2 inh: 4%; 3T3 cytotox: 3%; Luciferase inh: 8%; IP6K1 inhibitor: -14

What do the screens show for `Cc1cccc(C)c1-c1cc(C(=O)NCc2ccc(F)cc2)c2cnn(C)c2n1`?
SNCA expr inhib: -12%; HEK293 tox: inconclusive; SNCA viab count: -4%; GPT2 inh: -4%; 3T3 cytotox: inconclusive; IP6K1 inhibitor: -4

How did COc1ccc(C[C@H](NC(=O)[C@@]2(O)C[C@@H](O)[C@H](O)[C@@H](NC(=O)Cc3cccs3)C2)C(N)=O)cc1 do in these assays?
SNCA expr inhib: 38%[activator]; HEK293 tox: -13%; SNCA viab count: 0%; GPT2 inh: inactive; 3T3 cytotox: -6%; Luciferase inh: 14%; IP6K1 inhibitor: 6

What do the screens show for `O=C(NC1CCN(c2cc(-c3ccc(F)cc3)[nH]n2)C1)c1ccccc1Br` (stereo unspecified)?
SNCA expr inhib: -6%; HEK293 tox: inconclusive; SNCA viab count: -7%; GPT2 inh: inconclusive; 3T3 cytotox: inconclusive; Luciferase inh: 2%; IP6K1 inhibitor: 18

How did CCc1ccc(Cn2c(CNS(=O)(=O)c3ccc(C)c(C)c3)nc3cccnc32)cc1 do in these assays?
SNCA expr inhib: 22%; SNCA viab count: 3%; IP6K1 inhibitor: -7

What do the screens show for `O=C(c1ccccc1)N1CCC2(CC1)C(=O)NN=C2C1CC1`?
SNCA expr inhib: -19%[87.6 µM]; HEK293 tox: inactive; SNCA viab count: 1%[87.6 µM]; GPT2 inh: 3%[88.5 µM]; 3T3 cytotox: inactive; Luciferase inh: 3%[172 µM]; IP6K1 inhibitor: -6

What do the screens show for `CN1CC2(CCN(C3CCCC3)CC2)CC1C(=O)N1CCOCC1` (stereo unspecified)?
SNCA expr inhib: -4%; HEK293 tox: -20%; SNCA viab count: 4%; GPT2 inh: inconclusive; 3T3 cytotox: -25%; IP6K1 inhibitor: 0

How did CC[C@@H](NC(C)=O)c1nc(-c2cccnn2)no1 do in these assays?
SNCA expr inhib: 48%[activator]; HEK293 tox: -5%; SNCA viab count: 6%; GPT2 inh: 4%; 3T3 cytotox: inactive; Luciferase inh: 0%; IP6K1 inhibitor: -12

Results for Cn1ncc2c(C(=O)Nc3ccc(F)cc3)cc(-c3ccccc3F)nc21 ?
HEK293 tox: inconclusive; 3T3 cytotox: -19%; IP6K1 inhibitor: 0

How did Cc1cccc(N2CCN(C(=O)C3CCN(S(=O)(=O)c4cccs4)CC3)CC2)c1C do in these assays?
SNCA expr inhib: 14%; SNCA viab count: 9%; IP6K1 inhibitor: 11

Results for CCOc1ccc(NC(=O)c2ccc3c(c2)N(C)C2CCCN2C3=O)cc1 (stereo unspecified) ?
SNCA expr inhib: 173%[activator]; HEK293 tox: -4%; SNCA viab count: 5%[12.5 µM]; GPT2 inh: inactive; 3T3 cytotox: -2%; Luciferase inh: 45µM*; IP6K1 inhibitor: -5

Results for CC(C)(CC(=O)O)CC(=O)N[C@H]1CO[C@H]2[C@@H]1OC[C@@H]2n1nnnc1-c1ccccc1 ?
SNCA expr inhib: 5%[87.6 µM]; HEK293 tox: -5%[172 µM]; SNCA viab count: 4%[87.6 µM]; GPT2 inh: -3%[88.5 µM]; 3T3 cytotox: inactive; Luciferase inh: -3%[172 µM]; IP6K1 inhibitor: 6

What do the screens show for `COC(=O)CNC(=O)c1cc(-c2ccccc2F)nc2c1cnn2C`?
HEK293 tox: -16%[172 µM]; 3T3 cytotox: inconclusive; IP6K1 inhibitor: 6

How did O=C(NCCCc1ccccc1)C1CCN(c2cc(C(F)(F)F)ncn2)CC1 do in these assays?
SNCA expr inhib: inconclusive; HEK293 tox: inconclusive; SNCA viab count: 11%; GPT2 inh: -12%; 3T3 cytotox: inconclusive; Luciferase inh: 4%; IP6K1 inhibitor: -2

How did NC(=O)[C@@H]1C[C@H](Oc2cccnc2)CN1C(=O)CC1CCCCC1 do in these assays?
SNCA expr inhib: 32%[activator]; HEK293 tox: inactive; SNCA viab count: 1%; GPT2 inh: inactive; 3T3 cytotox: -9%; Luciferase inh: -10%; IP6K1 inhibitor: 15

Results for COc1ccc(C(=O)N2CCC(N3CC4CC(C3)[C@H]3CCCC(=O)N3C4)CC2)c(OC)n1 (stereo partly specified) ?
SNCA expr inhib: -15%; HEK293 tox: -11%; SNCA viab count: 0%; GPT2 inh: inactive; 3T3 cytotox: 3%; Luciferase inh: 4%; IP6K1 inhibitor: -3

How did Cc1ccc2c(=O)cc(C(=O)Nc3c(C(=O)c4ccccc4)oc4ccccc34)oc2c1 do in these assays?
SNCA expr inhib: 23%; SNCA viab count: 9%; IP6K1 inhibitor: 31

Results for CCC(C(=O)N1CCN(c2cc(Cl)ccc2C)CC1)n1nc(C)n2c(cc3occc32)c1=O (stereo unspecified) ?
SNCA expr inhib: -13%; SNCA viab count: -37%; IP6K1 inhibitor: -26*

Results for Cc1noc(-c2cccs2)c1C(=O)NC(C)c1cccc2ccccc12 (stereo unspecified) ?
SNCA expr inhib: -24%; HEK293 tox: inconclusive; SNCA viab count: 6%; GPT2 inh: -29%; 3T3 cytotox: inconclusive; Luciferase inh: 4%; IP6K1 inhibitor: -8

Results for CNC(=O)[C@H]1CN(Cc2ccccc2)C[C@H]1C(=O)O ?
SNCA expr inhib: -7%; HEK293 tox: 4%; SNCA viab count: -5%; GPT2 inh: -3%; 3T3 cytotox: -15%; Luciferase inh: -5%; IP6K1 inhibitor: 13

Results for COc1ccccc1NC(=O)c1c(C)cc(C)nc1SCC(=O)Nc1ccc(C)c(C)c1 ?
SNCA expr inhib: inconclusive; SNCA viab count: inconclusive; IP6K1 inhibitor: 0

Grouped by structure, the entries above with a furan ring, fused or not.
How did Cc1ccc2c(=O)cc(C(=O)Nc3c(C(=O)c4ccccc4)oc4ccccc34)oc2c1 do in these assays?
SNCA expr inhib: 23%; SNCA viab count: 9%; IP6K1 inhibitor: 31

Results for CCC(C(=O)N1CCN(c2cc(Cl)ccc2C)CC1)n1nc(C)n2c(cc3occc32)c1=O (stereo unspecified) ?
SNCA expr inhib: -13%; SNCA viab count: -37%; IP6K1 inhibitor: -26*
